SENP8 block-1: inhibitors of human SENP8 protease. AID 2540. purified SENP8, Z-RLRGG-aminoluciferin cleavage, luminescence. inhibition, % at 10 µM. 1.2% of 330,000 active. Q96LD8; in the data active = inhibition above about 50%
Target sequence (Q96LD8 whole entry, looked up): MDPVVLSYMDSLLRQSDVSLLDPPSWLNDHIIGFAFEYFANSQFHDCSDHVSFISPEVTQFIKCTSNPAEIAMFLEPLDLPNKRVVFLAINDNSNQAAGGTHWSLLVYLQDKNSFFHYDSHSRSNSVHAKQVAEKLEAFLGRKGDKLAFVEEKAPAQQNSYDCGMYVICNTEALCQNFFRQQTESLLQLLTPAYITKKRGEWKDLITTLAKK
UBC13 inh: blocks human UBC13 polyubiquitin chain formation | P61088 | TR-FRET | inhibition, % at 20 µM | 0.47% of 330,000 active | AID 485273; in the data active = inhibition above about 45%, passing the limit was not always enough
Target sequence (P61088 whole entry, looked up): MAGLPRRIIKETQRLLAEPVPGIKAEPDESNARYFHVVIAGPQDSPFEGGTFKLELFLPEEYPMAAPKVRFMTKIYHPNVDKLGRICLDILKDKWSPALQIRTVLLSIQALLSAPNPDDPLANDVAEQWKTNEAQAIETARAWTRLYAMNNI
PfGluPho inh: PfG6PD (Plasmodium falciparum) enzyme inhibition. PfGluPho enzyme, NADPH resazurin-diaphorase fluorescence. inhibition, % at 20 µM. 0.78% of 350,000 active. AID 504690;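 active = inhibition reaching at least a set limit at 20 µM in the primary screen, cut at about 59% in these data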;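 also: 0% = DMSO wells with substrate and 100% = DMSO wells lacking glucose-6-phosphate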
SENP6 block: inhibitors of human SENP6 protease. Q9GZR1. Recombinant SENP6 catalytic domain, aminoluciferin luminescence. 1.8% of 330,000 active. inhibition, % at 10 µM;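 active = inhibition above about 50% at the single tested dose, limit read from the data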;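 also: plate controls were DMSO wells with enzyme for no effect and DMSO wells lacking enzyme for full effect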
Target sequence (Q9GZR1 628-1112 limits assumed): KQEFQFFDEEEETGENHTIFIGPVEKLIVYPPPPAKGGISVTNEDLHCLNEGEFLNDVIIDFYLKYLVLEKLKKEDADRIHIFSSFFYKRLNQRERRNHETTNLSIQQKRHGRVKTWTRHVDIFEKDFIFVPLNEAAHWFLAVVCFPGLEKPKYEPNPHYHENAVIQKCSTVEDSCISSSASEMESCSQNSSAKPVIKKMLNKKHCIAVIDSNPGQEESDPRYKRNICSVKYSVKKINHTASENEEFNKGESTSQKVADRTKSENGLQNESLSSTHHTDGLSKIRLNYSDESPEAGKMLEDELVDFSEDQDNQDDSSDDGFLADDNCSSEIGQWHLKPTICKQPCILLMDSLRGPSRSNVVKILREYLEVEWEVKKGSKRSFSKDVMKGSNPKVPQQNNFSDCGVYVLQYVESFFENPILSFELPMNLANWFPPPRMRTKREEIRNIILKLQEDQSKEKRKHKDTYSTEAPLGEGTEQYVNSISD
HKDC1 inh: inhibitors of human hexokinase HKDC1. AID 493160. 0.16% of 340,000 active. Q2TB90. inhibition, % at 20 µM. recombinant HKDC1, G6PDH/diaphorase resazurin coupled fluorescence;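 active = inhibition above about 35% when tested at 20 µM, limit read from the data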;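 also: plate controls were DMSO wells with enzyme for no effect and DMSO wells lacking enzyme for full effect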
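Test system: recombinant HKDC1 (HK5) hexokinase enzyme, produced in-house; Amount: enzyme 5 µg/mL final; Buffer or medium: Tris pH 8.0 buffer with MgCl2, Tween-20, BSA, BME; Reagent: glucose and ATP substrates; Doses: 20 µM test compound, 1% DMSO; Incubation: 90 min reaction incubation at room temperature, dark; Detection: resorufin fluorescence at 613 nm.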
SENP7 inh: SENP7 protease inhibition. Q9BQF6. recombinant SENP7, Z-RLRGG-aminoluciferin luminescence, 40 min. inhibition, % at 5 µM. 1.5% of 330,000 active. AID 434973;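 active = inhibition above about 50% at the single test dose, limit read from the data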;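 also: plate controls were DMSO with enzyme for no effect and no enzyme buffer wells for full effect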
SENP1 inh: blocks the human SENP1 SUMO protease catalytic domain | inhibition, % at 10 µM | recombinant SENP1 catalytic domain, CyPet-SUMO1-YPet FRET cleavage | 0.21% of 360,000 active;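 active = inhibition at least 30% at 10 µM, raw YFP signal under a set limit, fluorescence ratio 0.5 to 1.5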;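 also: 0% = enzyme with DMSO and 100% = no enzyme wells; some results filed as inactive read as strong as hits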
Target sequence (Q9P0U3 419-644 limits assumed): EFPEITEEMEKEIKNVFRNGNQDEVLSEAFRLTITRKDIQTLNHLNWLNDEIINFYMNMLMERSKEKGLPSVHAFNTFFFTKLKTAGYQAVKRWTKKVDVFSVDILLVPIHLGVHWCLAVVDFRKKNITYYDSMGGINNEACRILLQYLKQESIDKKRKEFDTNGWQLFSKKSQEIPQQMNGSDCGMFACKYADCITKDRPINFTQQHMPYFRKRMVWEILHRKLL
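Material – human SENP1 catalytic domain · Input – SENP1 enzyme, 20 pM final · Compound dosing – single concentration of 10 µM compound, 0.5% DMSO final · Timing – enzyme reaction for 50 min at room temperature, dark · Measured by – FRET fluorescence in CFP and YFP emission channels · Control set – no-enzyme wells low, DMSO-plus-enzyme wells high control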
SENP8 block-2: inhibitors of human SENP8 protease. Q96LD8. recombinant SENP8, Nedd8 substrate fluorescence. inhibition, % at 20 µM. 0.64% of 360,000 active. AID 602440; in the data active = inhibition mostly above about 40%, no sharp cut-off; inactive = mostly below about 27%
beta cell repl: inducers of beta-cell replication in MIN6 cells; MIN6 cells proliferation, ATPlite luminescence, 48 h; cells starved in 0.2% serum; 100% = growth in 10% serum; proliferation, % at 10 µM; 0.29% of 330,000 active; AID 2380;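 active = compounds whose signal lies at least 3.5 SD above the mean of all wells on their plate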;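 also: 0% = DMSO-treated cells in low-serum medium and 100% = 10% serum control; some compounds called inactive have numbers as strong as hits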
The depositor's hits bear a star; x = no result given; & = joins results of further samples.

1) CCC(=O)c1ccc(OCc2cn(CC(=O)c3ccc(O)cc3)nn2)cc1
2) Cc1occc1C(=O)Nc1cnn(CCCC(=O)O)c1
3) CCCn1c(N)c(N(CCOC)C(=O)c2c(CC)noc2C)c(=O)[nH]c1=O
4) CCN(CC)S(=O)(=O)c1ccc2[nH]c(=O)cc(C(=O)NCC(c3ccco3)N3CCCC3)c2c1 (stereo not given)
5) O=C1c2ccc(-c3ccc(Cl)c(C(F)(F)F)c3)cc2S(=O)(=O)c2cccc(C(=O)N3CCN(c4ccc(Cl)cn4)CC3)c21
6) O=C1CC(Cc2ccccc2)C(=O)N1CCc1ccc2c(c1)OCO2 (stereo not given)

screen / no.,1,2,3,4,5,6
SENP8 block-1,x,-15,8,1,-10,-10
UBC13 inh,x,0,1,-5,-40,0
PfGluPho inh,-10,-7,8,-1,17,-8
SENP6 block,x,-17,4,-7,-13,-12
HKDC1 inh,22,6,0,-7,8,-6
SENP7 inh,x,-12,-3,0,-6,-2
SENP1 inh,2,0,-8,-5,8,1
SENP8 block-2,32*,4,-20,-52,-44,18
beta cell repl,x,-3,2,-3,-4,-3

7) O=C(Cn1nnc(-c2cccs2)n1)OC1CCCCC1
8) CC(C)c1ccc(S(=O)(=O)N2CCN(C(=O)CN3C(=O)NC(C)(c4ccccc4)C3=O)CC2)cc1 (stereo not given)
9) C[C@H](CCC(=O)O)[C@H]1CC[C@H]2[C@@H]3CC[C@@H]4C[C@H](O)CC[C@]4(C)[C@H]3C[C@H](O)[C@]12C
10) CCn1c(SCC(=O)O)nnc1-c1ccccc1OC
11) CC1(OC(=O)CCc2ccccc2)C(=O)C=C2C=C(c3ccc(C#N)cc3)N(c3ccccc3)C=C2C1=O (stereo not given)
12) CCn1c2ccccc2c2cc(NC(=O)c3ccccc3-c3ccccc3C(=O)O)ccc21

screen / no.,7,8,9,10,11,12
SENP8 block-1,-18,0,-3,-6,-11,15
UBC13 inh,-8,1,-22,-13,-55,-2
PfGluPho inh,-12,-10,-18&-12&-18,-16,72*,-19
SENP6 block,-7,2,3,-5,12,22
HKDC1 inh,-5,2,0&0&-5,-8,32,2
SENP7 inh,-17,3,8,-5,-17,-10
SENP1 inh,1,1,0&1&0,1,-51,2
SENP8 block-2,14,4,-2&2&1,4,-146,-4
beta cell repl,-5,1,-1,-2,-6,-1

13) Cc1nnc(NC(=O)c2oc3ccccc3c2C)s1
14) CC(C)Cn1c(=O)c2ccccc2n2c(CCC(=O)NC3CCN(Cc4ccccc4)CC3)nnc12
15) Cc1ccc(NCc2nnc(SCC(=O)NCCc3ccccc3)n2C)cc1
16) O=C(Nc1ncccn1)c1cccc(Cl)c1
17) CCn1cc(C(=O)OCC(=O)Nc2cccc(S(=O)(=O)N3CCOCC3)c2)c(=O)c2ccc(C)nc21
18) NNC(=O)CN1C(c2ccc(Cl)cc2)=Nc2ccc(Br)cc2C1c1ccccc1 (stereo not given)

screen / no.,13,14,15,16,17,18
SENP8 block-1,-12,2,x,4,-2,7
UBC13 inh,-4,3,x,0,-11,3
PfGluPho inh,17,7,-8,-6,-7,29
SENP6 block,5,-18,x,12,-14,2
HKDC1 inh,-1,2,-4,-1,0,3
SENP7 inh,-4,-2,x,2,-9,7
SENP1 inh,-3,-1,1,2,4,1
SENP8 block-2,-18,10,15,32,19,0
beta cell repl,-5,-2,x,-2,-3,-4

19) Cc1cc(NC(=O)CSc2nc3c(c(=O)n2-c2ccc(Cl)cc2)SCC3)no1
20) COCc1ccc(CN2CCCC(C(=O)Nc3ccccc3-c3ccc(OC)cc3)C2)o1 (stereo not given)
21) COc1ccc(N(CC(=O)NCc2ccccc2Cl)S(=O)(=O)c2c(C)noc2C)cc1
22) N=c1ccn(Cc2ccccc2Cl)cc1
23) O=C(c1ccc(Cl)cc1[N+](=O)[O-])N1CCOCC1
24) O=C(Nc1ccc(S(=O)(=O)Nc2nccs2)cc1)C1CC(=O)N(c2ccccc2)C1 (stereo not given)

screen / no.,19,20,21,22,23,24
SENP8 block-1,-3,-6,-4,3,-2,7
UBC13 inh,-14,-2,12,0,4,-1
PfGluPho inh,17,3,5,-1,-2,-6
SENP6 block,-12,2,14,1,-17,-3
HKDC1 inh,3,5,-1,-6,11,-1
SENP7 inh,-4,12,-8,-4,-4,0
SENP1 inh,2,1,3,2,1,1
SENP8 block-2,13,12,10,19,14,7
beta cell repl,-3,5,1,-4,-1,-3

25) COc1ccc(CN(C)CCCn2cnc(C(=O)Nc3ccc(C)c(C)c3)n2)cc1OC
26) Fc1ccc(OCc2nc(-c3ccncc3)n[nH]2)cc1
27) COc1ccccc1Nc1ccc2nonc2c1[N+](=O)[O-]
28) COC(=O)c1ccc(CNC(=O)c2ccc(S(=O)(=O)N3CCCCCC3)cc2)cc1
29) COc1cccc(OCCCn2ccnc2)c1
30) COCCN(C(=O)CSc1nc2ccccc2o1)c1c(N)n(Cc2ccccc2)c(=O)[nH]c1=O

screen / no.,25,26,27,28,29,30
SENP8 block-1,x,6,4,6,-14,0
UBC13 inh,x,0,-41,0,-4,9
PfGluPho inh,-7,3,32,-6,0,-3
SENP6 block,x,-6,-3,11,-2,3
HKDC1 inh,-4,-10,-1,-2,-5,-3
SENP7 inh,x,4,-1,-10,9,1
SENP1 inh,-1,1,3,2,2,0
SENP8 block-2,15,12,20,-1,35,-5
beta cell repl,x,-3,0,-4,-2,-2

31) Cc1nn(CCC(N)=S)c2nc(-c3cccs3)cc(C(F)(F)F)c12
32) O=C(NC1CCCC1)C(c1ccc(Cl)cc1)N1CCOCC1 (stereo not given)
33) Cc1c(CCOC(=O)c2cc([N+](=O)[O-])cc([N+](=O)[O-])c2)sc[n+]1CCCCS(=O)(=O)[O-]
34) O=C(O)C(=O)/C(=C\c1ccc(Cl)cc1)c1ccc2ccccc2n1
35) O=C(COC(=O)c1ccco1)Nc1nnc(-c2ccccc2)o1
36) C/C(N)=C(/C#N)C(=O)COC(=O)CC1CCCC1

screen / no.,31,32,33,34,35,36
SENP8 block-1,-5,4,1,8,-12,-4
UBC13 inh,9,0,2,8,-8,0
PfGluPho inh,62*,-3,-12,-24,-10,6
SENP6 block,-3,6,8,-20,-21,-15
HKDC1 inh,0,-4,-14,5,3,-4
SENP7 inh,-7,6,3,8,-15,2
SENP1 inh,-3,2,2,-35,-1,1
SENP8 block-2,-240,8,8,-429,-10,20
beta cell repl,-4,3,2,-3,0,-3

Grouped by structure: the entries above containing an NH in an aromatic ring.
3) CCCn1c(N)c(N(CCOC)C(=O)c2c(CC)noc2C)c(=O)[nH]c1=O
4) CCN(CC)S(=O)(=O)c1ccc2[nH]c(=O)cc(C(=O)NCC(c3ccco3)N3CCCC3)c2c1 (stereo not given)
26) Fc1ccc(OCc2nc(-c3ccncc3)n[nH]2)cc1
30) COCCN(C(=O)CSc1nc2ccccc2o1)c1c(N)n(Cc2ccccc2)c(=O)[nH]c1=O

screen / no.,3,4,26,30
SENP8 block-1,8,1,6,0
UBC13 inh,1,-5,0,9
PfGluPho inh,8,-1,3,-3
SENP6 block,4,-7,-6,3
HKDC1 inh,0,-7,-10,-3
SENP7 inh,-3,0,4,1
SENP1 inh,-8,-5,1,0
SENP8 block-2,-20,-52,12,-5
beta cell repl,2,-3,-3,-2

Next part
37) O=C(CCN1CCN(CCO)CC1)Nc1ccc(F)c(F)c1
38) O=C(Nc1cc(Cl)ccc1C(=O)O)c1ccc(CN2C(=O)c3ccccc3C2=O)cc1
39) NS(=O)(=O)c1cccc(NC(=O)c2cccc(-c3ccc(O)cc3)c2)c1
40) O=C(CN1C(=O)NC(c2ccc(F)cc2)C1=O)Nc1ccc2c(c1)OCCO2 (stereo not given)
41) O=C(O)C1(c2ccccc2)CCN(S(=O)(=O)c2ccc(Br)cc2)CC1
42) Cc1cc(=O)oc2cc(N3C(=O)CC(Cc4ccccc4)C3=O)ccc12 (stereo not given)

screen / no.,37,38,39,40,41,42
SENP8 block-1,4,x,-2,-3,-2,-1
UBC13 inh,-6,x,0,4,-15,3
PfGluPho inh,-8,-19,2,-4,-12,10
SENP6 block,-6,x,17,-9,-21,-1
HKDC1 inh,3,10,0,-7,-4,-6
SENP7 inh,0,x,3,3,7,14
SENP1 inh,1,1,3,1,3,-2
SENP8 block-2,13,19,-2,8,9,-120
beta cell repl,2,x,-3,4,-1,2

43) O=C(O)COc1ccc(Oc2ccccc2)cc1
44) Cc1ccc(-c2nnc(SCC(=O)Nc3cccnc3Cl)n2N)cc1
45) COc1cc(C(=O)OC(C)C(=O)NC(=O)NC2CCCCC2)ccc1OC(F)F (stereo not given)
46) COc1cc(/C=C(\C#N)c2ccccn2)ccc1OCC(=O)Nc1cccc(C(F)(F)F)c1
47) CCc1cccc(C)c1NC(=O)CN(C)Cc1ccc(Br)cc1
48) O=C(CNCc1cccs1)Nc1ccc(OC(F)(F)F)cc1

screen / no.,43,44,45,46,47,48
SENP8 block-1,26,-2,-7,-4,-11,-9
UBC13 inh,10,-4,7,12,-8,-3
PfGluPho inh,-13,-10,1,-2,-2,-7
SENP6 block,11,-22,-15,-3,2,-21
HKDC1 inh,4,-8,5,-4,-3,1
SENP7 inh,6,5,5,-5,-11,-7
SENP1 inh,1,3,-1,5,0,3
SENP8 block-2,2,4,10,28,11,15
beta cell repl,-3,-3,-2,0,-5,-5

Results in SENP7 inh, for some of the entries so far:
| No. | smiles | SENP7 inh |
| --- | --- | --- |
| 46 | COc1cc(/C=C(\C#N)c2ccccn2)ccc1OCC(=O)Nc1cccc(C(F)(F)F)c1 | -5 |
| 43 | O=C(O)COc1ccc(Oc2ccccc2)cc1 | 6 |

Additional results:
49) Cc1ccc(C(=O)C2=C(O)C(=O)N(Cc3ccco3)C2c2cccc(Cl)c2)o1 (stereo not given)
50) O=C1CC(N2CCC(c3nc4ccccc4o3)CC2)C(=O)N1 (stereo not given)
51) COc1ccc(Br)cc1C(=O)Nc1cc(C)cc(C)c1
52) CN1CCN(C(=O)c2ccccc2NC(=O)c2sc3ccccc3c2Cl)CC1
53) CC(=O)c1nn(-c2cccc(C(F)(F)F)c2)c(=O)[nH]c1=O
54) CCN(C(=O)COC(=O)c1ccc(Cl)cc1N)C1CCCCC1

screen / no.,49,50,51,52,53,54
SENP8 block-1,2,-7,-1,1,11,-2
UBC13 inh,-22,7,-1,9,-10,4
PfGluPho inh,-14,-4,8,21,0,7
SENP6 block,-14,0,-9,-13,-18,-11
HKDC1 inh,22,1,-9,-2,-7,-2
SENP7 inh,-2,4,7,-2,2,0
SENP1 inh,-3,2,1,-1,2,-1
SENP8 block-2,-17,22,20,13,14,-454
beta cell repl,2,0,-1,-4,-1,2

55) CCOC(=O)N1CCC(NC(=O)c2ccc3c(c2)ncn3C2CCCC2)CC1
56) O=C(NCc1nnc(SCC(=O)N2CCCC2)o1)c1ccc(F)cc1
57) O=C(CCN1C(=O)C2C3C=CC(C3)C2C1=O)Nc1ccccc1 (stereo not given)
58) CCOc1cc(NC(=S)NCc2ccccc2)c(OCC)cc1NC(=O)C(C)C
59) Cc1ccccc1/C=C1\CCCc2ccccc2C1=O

screen / no.,55,56,57,58,59
SENP8 block-1,-12,1,-7,-10,95*
UBC13 inh,-6,0,-3,-9,5
PfGluPho inh,-1,2,-18,-1,16
SENP6 block,-21,-5,-9,3,88*
HKDC1 inh,0,6,-7,-2,3
SENP7 inh,-5,1,-13,-19,97*
SENP1 inh,2,3,3,0,0
SENP8 block-2,16,2,-18,14,2
beta cell repl,-3,-5,-2,-4,0

Hits appear at their usual frequency; any-hit rate near 4%.
